# BCR signal inh = inhibitors of chronic active B-cell receptor signaling; 340,000 tested, 0.05% active; Potency, µM (highest dose often 46.1 µM), without a hit: at the top dose ratio change, negative = lower green/red ratio, usual class: inhibitors; AID 493014; ABC-DLBCL IkBa-CBG/CBR reporter, luminescence ratio, 4 h; active means well fitted inhibition curve with a large enough effect in the signal ratio, with a control signal flat, not every such curve was filed as active; inconclusive means small, poorly fitted or top-dose-only effect, or effect the other way, or a change in a side signal; the % refers to the signal ratio;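 further: potency means the concentration at half of the fitted maximal effect; plate controls were basal doxycycline-induced cells for no effect and cells given 10 µM MG132 for full effect; MG132 reads +100%, hits lower the ratio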
#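 TMD8 ABC-DLBCL cells carrying doxycycline-inducible green luciferase fused to IkappaBalpha plus unfused red luciferase were exposed to compounds (up to 46 uM) for 4 hrs at 37C. Activity came from the overlap-corrected green/red luminescence ratio.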
# hERG WT inh = blocks the wildtype human KCNH2 potassium channel; Q12809; U2OS, BacMam KCNH2, thallium flux FluxOr; active compounds read low; activity change, % at 1.84 µM; 340,000 tested, 0.37% active;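 active means maximum activity change below -70%; inconclusive means maximum activity change between -70% and -50%; inactive means maximum activity change above -50%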; further: on the % scale 0 is the no-effect control and ±100 the full control effect
# Target sequence (Q12809 whole entry, looked up): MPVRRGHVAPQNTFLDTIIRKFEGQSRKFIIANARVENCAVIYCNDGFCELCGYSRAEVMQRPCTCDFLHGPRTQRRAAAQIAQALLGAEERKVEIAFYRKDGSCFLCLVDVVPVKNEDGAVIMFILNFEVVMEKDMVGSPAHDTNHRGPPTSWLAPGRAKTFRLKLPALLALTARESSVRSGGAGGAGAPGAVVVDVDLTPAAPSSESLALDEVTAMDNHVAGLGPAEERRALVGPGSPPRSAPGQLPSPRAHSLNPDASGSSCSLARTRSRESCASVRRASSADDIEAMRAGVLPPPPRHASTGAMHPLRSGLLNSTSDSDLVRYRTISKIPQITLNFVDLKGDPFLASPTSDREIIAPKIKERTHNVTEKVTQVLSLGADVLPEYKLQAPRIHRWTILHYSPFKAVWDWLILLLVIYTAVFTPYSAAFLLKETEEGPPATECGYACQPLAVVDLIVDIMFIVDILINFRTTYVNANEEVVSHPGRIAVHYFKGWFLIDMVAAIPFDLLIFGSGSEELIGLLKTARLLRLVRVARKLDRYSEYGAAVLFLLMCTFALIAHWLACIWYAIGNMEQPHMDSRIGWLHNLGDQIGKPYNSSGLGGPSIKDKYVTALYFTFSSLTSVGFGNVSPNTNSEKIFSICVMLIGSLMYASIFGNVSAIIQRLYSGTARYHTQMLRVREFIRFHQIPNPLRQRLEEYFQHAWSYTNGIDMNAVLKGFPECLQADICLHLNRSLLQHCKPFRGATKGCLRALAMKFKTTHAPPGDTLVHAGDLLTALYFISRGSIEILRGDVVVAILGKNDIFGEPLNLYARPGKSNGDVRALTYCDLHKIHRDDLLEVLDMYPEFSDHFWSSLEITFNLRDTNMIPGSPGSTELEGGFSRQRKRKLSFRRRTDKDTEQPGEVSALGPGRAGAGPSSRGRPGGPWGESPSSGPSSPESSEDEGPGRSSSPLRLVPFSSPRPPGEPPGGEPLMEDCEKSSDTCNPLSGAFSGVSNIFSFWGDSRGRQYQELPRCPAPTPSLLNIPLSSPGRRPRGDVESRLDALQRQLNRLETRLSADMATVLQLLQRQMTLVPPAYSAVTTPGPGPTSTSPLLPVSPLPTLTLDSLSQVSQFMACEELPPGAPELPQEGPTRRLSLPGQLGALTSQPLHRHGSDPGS
#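 U2OS cells were transduced with wild-type KCNH2 virus (2.03 x 10^8 / mL) for 4 h at room temperature, then cultured overnight at 37 C. Thallium flux was read with FluxOr dye. Rate constants were normalized to DMSO controls.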
# Eya2 inh = Eya2 (human) phosphatase inhibition. O00167. recombinant Eya2, OMFP fluorescence dephosphorylation (OMFP is methylfluorescein phosphate). Potency, µM (series often up to 76.9 µM), for the others: at the top dose activity, negative = inhibition, most hits filed as inhibitors. 330,000 tested, 0.006% active. AID 488837; further: potency means the concentration at half of the fitted maximal effect; on the % scale 0 is the no-effect control and ±100 the full control effect
#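 Eya2 (0.2 uM) preincubated 10 min at ambient with compound, then OMFP substrate added at 50 uM; 10 min reaction in 50 mM HEPES pH 7.5, 50 mM NaCl, 5 uM MgCl2, 0.05% BSA, 1 mM DTT. Fluorescence read at Ex 485/Em 525 nm.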
# MBNL1-CUG inh = inhibitors of human MBNL1 binding to CUG repeat RNA; Q9NR56; TR-FRET MBNL1-His/biotin-(CUG)12 binding, 665/545 ratio; Potency, µM (series often up to 57.5 µM), inactives show at the highest dose activity change, negative = inhibition, usual class: inhibitors; 280,000 tested, 0.036% active; AID 2675; active means well fitted inhibition curve with a large enough effect in the signal ratio, with a control signal flat, not every such curve was filed as active; inconclusive means small, poorly fitted or top-dose-only effect, or effect the other way, or a change in a side signal; inactive means no such curve, though single readings can be large or run the other way; the % refers to the signal ratio; further: potency means the concentration at half of the fitted maximal effect; on the % scale 0 is the no-effect control and ±100 the full control effect
#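 TR-FRET readout: Ex 340 nm, 665/545 nm emission ratio, normalized to buffer-only (basal) and MBNL1-(CUG)12 controls. Complex of MBNL1-His with Biotin-(CUG)12, compounds 92 nM–58 uM, incubated 60 min at room temperature.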
# Mito fusion yeast = inhibitors of mitochondrial division or activators of mitochondrial fusion. S. cerevisiae fusion-defective mutant growth rescue, CellTiterGlo 48 h. Potency, µM (doses to about 46.1 µM), inactives show at the highest dose growth rescue (activation), most hits filed as activators. 320,000 tested, 0.23% active. AID 485298;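 further: potency means the concentration at half of the fitted maximal effect; % of control where 0% means no effect; nearly all actives have a fitted effect of over 45% in size; temperature-sensitive fusion mutants such as fzo1-1 at 37 °C on non-fermentable ethanol glycerol medium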
#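 Compounds are tested for their ability to restore growth of mitochondrial fusion-defective yeast strains at non-permissive 37C in YPEG medium over 48 hours. Viability is quantified by luciferase luminescence.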
# S-ASM inh = human S-ASM enzyme inhibition | placental ASM, HMU-PC fluorogenic substrate, 60 min | 340,000 tested, 0.006% active | P17405 | Potency, µM (doses to about 57.5 µM), without a hit: at the top dose activity change, negative = inhibition, actives largely listed as inhibitors; further: potency means the concentration at half of the fitted maximal effect
#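 qHTS format. ASM enzyme prepared from human placenta hydrolyses the fluorogenic substrate HMU-PC0 (9 uM final) over 60 min at 37 °C after a 10 min compound preincubation.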
# Menin-MLL TR inh = displaces Texas Red mutant MLL peptide from human menin. Menin + Texas Red MLL mutant peptide, fluorescence polarization. Potency, µM (titrated, usually from 61.6 µM), without a hit: top-dose FP activity change, negative = inhibition, hits mostly inhibitors. 270,000 tested, 0.23% active; active means well fitted inhibition curve with a large enough effect in the polarisation, with a control signal flat, not every such curve was filed as active; inconclusive means small, poorly fitted or top-dose-only effect, or effect the other way, or a change in a side signal; inactive means no such curve, though single readings can be large or run the other way; the % refers to the polarisation; further: potency means the concentration at half of the fitted maximal effect; % of control where 0% means no effect; many of its hits are not listed in these tables
# PKM2 act = PKM2 (human) enzyme activation | P14618 | purified PKM2, Kinase-Glo ATP luminescence, activation; response scale: 0% is enzyme alone, no compound | Potency, µM (titrated, usually from 57.5 µM), for the others: at the highest dose activation, most hits filed as activators | 260,000 tested, 0.34% active; further: potency means the concentration at half of the fitted maximal effect; on the % scale 0 is the no-effect control and ±100 the full control effect; nearly all actives have a fitted effect of over 55% in size
#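 Kinase-Glo luminescence reports ATP generated from ADP (0.1 mM) and PEP (0.5 mM) by purified hPK-M2 after 1 h at room temperature, pH 7.2 imidazole buffer; intermediate enzyme activity allows detecting inhibitors and activators.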
# USP2a block = inhibitors of human ubiquitin-specific protease USP2a; Potency, µM (highest dose often 38.3 µM), inactives show at the highest dose activity change, negative = inhibition, hits mostly inhibitors; 330,000 tested, 0.01% active; AID 463254; O75604; USP2 core, Ub-CHOP2 coupled fluorogenic reporter, 485/531;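 further: potency means the concentration at half of the fitted maximal effect; plate controls were DMSO wells for no effect and full inhibition by NEM control for full effect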
#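 USP2 core (10nM final) preincubated 30min RT with compound in 20mM Tris-HCl pH 8.0, 2mM CaCl2, 2mM beta-mercaptoethanol, 0.05% CHAPS; 25nM Ub-CHOP2 plus 25nM reporter substrate added, fluorescence (Ex485/Em531) read after 60min.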
# TSHR antag = antagonists of human thyroid stimulating hormone receptor. TSHR-expressing cells, TSH-stimulated cAMP HTRF, 2 h; active compounds read low. 330,000 tested, 0.2% active. P16473. activity change, negative = inhibition, % at 11.5 µM;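 active means activity change below a set negative limit, meaning inhibition stronger than a set level, cut at about -70% in these data; inconclusive means activity change between two set negative limits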; further: on the % scale 0 is the no-effect control and ±100 the full control effect
#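 TSHR-expressing cells were treated with compounds, then stimulated with TSH at EC80 (4nM final) for 2 hours at 37 deg C. Cellular cAMP was measured by HTRF competition between lysate cAMP and cAMP-d2 for a cryptate-labelled anti-cAMP antibody.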
# GALK inh = blocks human galactokinase activity. P51570. Purified GALK, Kinase-Glo residual ATP luminescence. Potency, µM (series often up to 57.5 µM), inactives show at the highest dose activity change, negative = inhibition, actives largely listed as inhibitors. AID 1868. 270,000 tested, 0.007% active; further: potency means the concentration at half of the fitted maximal effect; on the % scale 0 is the no-effect control and ±100 the full control effect
#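 5 nM enzyme, 35 uM ATP, 100 uM galactose, 20 mM HEPES pH8.0, 5 mM MgCl2; 1 h RT; residual ATP by Kinase-Glo Plus luminescence, qHTS format.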
# Numbers without * were called inactive; i = inactive; ? = inconclusive; . = no result given; [ ] = dose if it differs, or a comment. Unless noted, the call rests on the fitted dose curve; in most records, active means well fitted curve in the direction sought with a large enough effect; inconclusive means small, poorly fitted or top-dose-only effect, or another doubt; inactive means no such curve, though single readings can be large; an effect the other way counts as inactive or inconclusive. These rows are one share of the data, so the mix of outcomes need not match the whole.
SMILES,BCR signal inh,hERG WT inh,Eya2 inh,MBNL1-CUG inh,Mito fusion yeast,S-ASM inh,Menin-MLL TR inh,PKM2 act,USP2a block,TSHR antag,GALK inh
CCN(CC)CCCN(C(=O)c1ccc(F)cc1)c1nc(-c2ccc(OC)cc2)cs1,-4%,14,6%,-13%,-11%,-1%,-23%,-7%,2%,3,-3%
O=C(CN1C(=O)NC2(CCCc3ccccc32)C1=O)N1CCN(c2cccc(C(F)(F)F)c2)CC1 (stereo unspecified),3%,9,0%,.,1%,2%,.,.,1%,-46,.
COc1ccc(/C=N/NC(=O)c2ccc(F)cc2)cc1CN1CCc2cc(OC)c(OC)cc2C1C (stereo unspecified),?,-91*,-8%,.,-3%,-5%,-11%,1%,-4%,5,11%
CCc1ccc(C(=O)NC(=S)Nc2ccc(N3CCOCC3)cc2)cc1,-5%,7,3%,2%,0%,-15%,4%,-7%,-2%,1,-1%
CCC(=O)Nc1cc2c3c(c1)CCN3C(=O)CC2,-8%,21,-1%,-2%,0%,1%,-6%,.,-1%,1,-1%
S=C(NCc1ccc(Cl)cc1)Nc1ccccc1,-7%,i,1%,-34%,-5%,-3%,?,-3%,1%,-13,.
CCn1c(N)c(C(N)=O)sc1=S,?,16,-27%,?,-1%,0%,8%,2%,-1%,-1,0%
COc1cccc(/C=C/C(=O)OCC(=O)N2CCN(S(=O)(=O)c3ccc(Cl)cc3)CC2)c1,11%,-4,0%,-2%,-1%,-7%,.,-1%,0%,11,-3%
COc1ccc(CN2CC(C(=O)NCCCN3CCCCCC3)CC2=O)cc1 (stereo unspecified),3%,13,13%,-4%,0%,-1%,-18%,5%,0%,14,-2%
Cc1ccc(CSc2ncnc3ccccc23)cc1,3%,-5,-6%,-2%,3%,-7%,-10%,-8%,2%,-8,3%
NC(=O)C1CCN(C(=O)c2ccc3c(=O)n(Cc4ccco4)c(SCC(=O)c4ccccc4)nc3c2)CC1,19%,-1,-19%,-17%,2%,1%,5%,0%,-4%,-9,4%
CCCCCc1cccnc1,?,-8,12%,.,-10%,0%,.,11%,3%,13,0%
CCOC(=O)Cn1c(=O)cnc2ccccc21,6%,-4,-22%,20%,1%,4%,-4%,-4%,-1%,17,0%
CCOC(=O)N1CCN(C(=O)Cc2c(C(=O)O)n(C)c3ccccc23)CC1,2%,-13,-7%,-12%,14%,-2%,-6%,0%,-1%,6,7%
COc1ccc(C(CNC(=O)c2cc(S(=O)(=O)N3CCCC3)ccc2Cl)N2CCCC2)cc1 (stereo unspecified),-11%,34,11%,.,0%,3%,.,.,0%,2,.
c1ccc(C(c2ccccc2)N2CCN(Cc3nc(-c4cnccn4)no3)CC2)cc1,0%,1,14%,0%,-2%,1%,.,2%,0%,1,2%
CCCSc1nc(O)c(C(c2ccc(OC)c(O)c2)c2c(O)nc(SCCC)n(C)c2=O)c(=O)n1C,0%,-9,15%,.,8%,-5%,-4%,-3%,-3%,-4,1%
CCc1noc(C)c1C(=O)OCC(=O)Nc1ccc2c(c1)OCO2,-1%,-1,7%,.,.,5%,.,.,-1%,16,.
O=C(NCCS(=O)(=O)NC1CCCC1)c1ccccc1,2%,-1,9%,.,5%,-1%,.,.,0%,13,.
O=C(Nc1ccc(Cl)cc1)N1CCCN(Cc2ccccc2F)C1,?,-8,0%,-2%,2%,1%,8%,-4%,5%,10,4%
COc1cccc(C(=O)NNC(=O)C(=O)Nc2ccc(OC)cc2OC)c1,-12%,-7,16%,5%,5%,-3%,.,.,0%,.,0%
CCn1cc(C(=O)OCC(=O)Nc2ccccc2OC(F)F)c(=O)c2ccc(C)nc21,3%,2,6%,.,.,-3%,.,.,1%,-9,.
Cn1c(SCC(=O)CC(=O)Nc2ccccc2)nnc1-c1ccc(O)cc1,-1%,1,3%,-7%,0%,0%,8%,0%,-2%,-10,2%
Cc1c(NC(=S)N/N=C/c2ccc([N+](=O)[O-])cc2O)c(=O)n(-c2ccccc2)n1C,?,5,2%,?,0%,-5%,.,-2%,-1%,1,.
Cc1ccc(C(=O)NN2CCOCC2)cc1,-3%,2,6%,-6%,1%,0%,-19%,-5%,-3%,12,4%
# Other compounds.
SMILES,BCR signal inh,hERG WT inh,Eya2 inh,MBNL1-CUG inh,Mito fusion yeast,S-ASM inh,Menin-MLL TR inh,PKM2 act,USP2a block,TSHR antag,GALK inh
COc1ccc(NS(=O)(=O)c2ccc3c(c2)n(C)c(=O)n3C)cc1,-1%,-7,0%,-18%,1%,1%,0%,9%,0%,34,0%
O=C(Nc1ccncc1)c1cccs1,?,4,-2%,9%,7%,1%,-23%,7%,3%,56,-1%
CCCC1=[N+](CC)CCn2c(C)ccc21,-1%,-2,-8%,?,-2%,6%,6%,-17%,0%,4,-4%
Cc1nn(-c2ccccc2)c2c1C(c1cccs1)C(C#N)=C(N)O2 (stereo unspecified),?,10,8%,28%,-4%,-2%,?,24%,-8%,1,4%
O=C(CCCn1c(=O)c2cccn2c2cccnc21)NCc1cccc(Br)c1,1%,-1,1%,4%,3%,1%,-17%,-7%,1%,-16,0%
O=C(NCC(=O)N1CCN(Cc2ccccc2)CC1)c1ccc(Cl)cc1,1%,7,-1%,-4%,-1%,-8%,-8%,-3%,3%,2,4%
CC(C)c1noc2ncc(C(=O)c3cc(Cl)cc(Cl)c3O)cc12,20%,4,0%,-4%,23%,-2%,5%,-2%,4%,-50,-4%
O=C(CCCN1C(=O)/C(=C/c2cccs2)SC1=S)NNC(=O)c1cccnc1,?,6,15%,?,7%,-9%,.,-1%,7%,-2,5%
Cc1ccc(-n2cccc2/C=C2\C(=N)N3N=C(C(C)C)SC3=NC2=O)cc1,?,.,-7%,19%,-3%,-17%,16%,-3%,1%,-6,-1%
Cc1cc(C)cc(N(CC(=O)NC2CCC(C)CC2)S(=O)(=O)c2c(C)noc2C)c1 (stereo unspecified),-2%,-10,4%,-3%,1%,6%,8%,-1%,0%,9,1%
C=CCN=C(NC#N)SCC(=O)NC(C)(C)C,-1%,-2,3%,-13%,2%,-1%,7%,-1%,-3%,10,0%
COc1ccccc1CNC(=O)[C@@H]1CCCN1S(=O)(=O)c1ccccc1F,3%,-2,-2%,-4%,4%,3%,-13%,1%,0%,-2,10%
COc1ccc(NC(=O)CN(C)C(=O)C2CC(=O)N(c3cccc4ccccc34)C2)cc1 (stereo unspecified),-3%,-5,5%,.,-1%,7%,.,.,2%,-6,.
O=c1cc(N2CCCC2)[nH]c(=O)n1-c1ccc(Cl)cc1,-25%,2,-3%,-12%,3%,3%,25%,-7%,1%,-12,0%
Cc1ccc(CSCCNC(=O)CN(c2cc(C)ccc2C)S(C)(=O)=O)cc1,4%,-7,-3%,-1%,-2%,0%,1%,3%,4%,7,1%
O=C(N/N=C/c1cc(Br)ccc1O)c1cccc(N2CCCC2=O)c1,-3%,0,-1%,32%[activator],4%,-1%,?,1%,0%,-7,1%
O=C(O)C(Oc1ccc2c3c(c(=O)oc2c1)CCC3)c1ccccc1 (stereo unspecified),4%,-5,13%,2%,4%,51%[activator],-23%,-13%,-1%,16,-1%
NC(=O)c1cc2ccccc2o/c1=N\NC(=O)c1ccco1,6%,-6,1%,?,2%,-3%,-15%,4%,0%,-12,0%
COc1ccc(N(CC(=O)N/N=C/c2ccc3c(c2)OCO3)S(=O)(=O)c2ccc(NC(C)=O)cc2)cc1,-19%,-3,-1%,?,4%,-10%,-7%,-7%,-9%,11,3%
COc1ccc(C)cc1C1=CC(=O)C[C@H](c2ccc(F)cc2)C1,18%,3,-1%,.,?,6%,.,.,-5%,-5,.
